From PubChem BioAssay
Dengue inhibitors = Dengue virus cytopathic effect inhibitors, cell-based, CPE readout, HTS (AID 540333). 10,000 compounds, 3.1% hits. CPE inhibition, % at 20 µM. Dengue virus CPE inhibition in host cells; hits give high values; in the data active = CPE inhibition mostly above about 9.1%, no sharp cut-off; inactive = mostly below about 7.2%
Starred values were filed as active, the others as inactive; i = inactive.

Cc1ccc(-c2nnc(Nc3ccc(C(N)=O)cc3)c3ccccc23)cc1S(=O)(=O)NCC1CCCO1 (stereo not drawn)
- Dengue inhibitors: i

COC(=O)c1ccc(NC(=S)N2CCC(C(N)=O)CC2)cc1
- Dengue inhibitors: i

C/C(=N/NC(=O)c1ccoc1C)c1ccc(N2CCOCC2)cc1
- Dengue inhibitors: i

CCN1CCCC1CNCc1cccc(OC)c1OCc1ccc(F)cc1 (stereo not drawn)
- Dengue inhibitors: 0.6

CCCc1ccc(OCc2nc(-c3ccc(NC(=O)c4cccs4)cc3)no2)cc1
- Dengue inhibitors: 1.4

CC1CCC/C(=N/NC(=O)c2ccccc2-n2cccc2)C1 (stereo not drawn)
- Dengue inhibitors: i

COc1ccc(C(=O)NCC(=O)OCC(=O)N2CCN(S(=O)(=O)c3ccccc3)CC2)cc1
- Dengue inhibitors: i

CC(=O)O[C@H]1CC[C@@]2(C)[C@@H](CC[C@H]3[C@@H]4CC[C@H](C(C)O)[C@@]4(C)CC(=O)[C@@H]32)C1 (stereo partly drawn)
- Dengue inhibitors: i

CCOC(=O)c1sc(N/N=C/c2ccccc2)nc1C
- Dengue inhibitors: 0.9

COCCNC(=O)c1cc(-c2ccccc2)nn1CC1CC(c2cccnc2)=NO1 (stereo not drawn)
- Dengue inhibitors: i

CC(=O)c1ccccc1C(=O)NCc1cccnc1
- Dengue inhibitors: 1.1

COc1cc(/C=N/O)cc(Cl)c1OC
- Dengue inhibitors: i

CCCCCCN1CC(C(=O)OCC)C(=O)C1=O (stereo not drawn)
- Dengue inhibitors: 0.2

COc1ccc(NC(=O)c2ccc(C#N)cc2)cc1NS(=O)(=O)c1ccc(F)cc1
- Dengue inhibitors: i

CS(=O)(=O)N(CC(=O)NCCSC1CCCCC1)c1cccc(F)c1
- Dengue inhibitors: i

COc1ccc(CSc2ncn[nH]2)cc1[N+](=O)[O-]
- Dengue inhibitors: i

O=C(NC(=S)NCCN1CCOCC1)c1ccc(F)cc1
- Dengue inhibitors: i

CCOC(=O)c1ccc(-n2c(C)ccc2C)cc1
- Dengue inhibitors: 0.3

Cc1cc(Cn2nc(-c3ccccc3)cc2C(=O)NCc2cccc(Br)c2)on1
- Dengue inhibitors: 1.7

O=C(O)CCCNS(=O)(=O)c1ccc2c(c1)OCCCO2
- Dengue inhibitors: i

Cc1ccccc1N/N=C/c1ccc(C#N)cc1
- Dengue inhibitors: 0.4

CCCCN(C)C(=O)CCC(=O)NNc1nc2ccccc2c2nc(C)nn12
- Dengue inhibitors: i

COc1cccc(SCc2noc(C(=O)NCCC(C)C)c2C(=O)NCCC(C)C)c1
- Dengue inhibitors: 23*

Cc1ccccc1Cn1c(=O)n(CC2CCC(C(=O)NCCc3ccccc3)CC2)c(=O)c2ccccc21 (stereo not drawn)
- Dengue inhibitors: 1.4

O=S(=O)(Nc1nc2ccccc2nc1-[n+]1ccccc1)c1ccc(Cl)cc1
- Dengue inhibitors: 0.3

O=C(NCc1ccccc1)C1=C[C@H](c2ccc3c(c2)OCO3)C[C@H](OCc2ccc(CO)cc2)O1
- Dengue inhibitors: 0.7

CS(=O)(=O)Oc1ccccc1/C=C1/N=C(c2ccc(F)cc2)OC1=O
- Dengue inhibitors: 0.2

O=C1NC(=Nc2ccccc2)S/C1=C\C=C\c1ccco1
- Dengue inhibitors: 1.2

COC(=O)C1CCN(C(=O)COC(=O)[C@@H]2CC(O)CN2S(=O)(=O)c2ccc3c(c2)OCCO3)CC1 (stereo partly drawn)
- Dengue inhibitors: 0.8

O=C1NC(NS(=O)(=O)c2ccc(Cl)cc2)(C(F)(F)F)C(=O)N1c1ccccc1 (stereo not drawn)
- Dengue inhibitors: 0.3

Cc1ccc(NC(=O)CSc2ncnc3ccccc23)cc1S(=O)(=O)N1CCCCC1
- Dengue inhibitors: 2.4

CCCOc1cc2c(C#N)c(N3CCCC3)nc(N)c2c(N)n1
- Dengue inhibitors: 0.2

CC(=O)Nc1ccc(S(=O)(=O)N=S(C)(C)=O)cc1
- Dengue inhibitors: 0.3

O=C(NC1CCN(Cc2ccccc2)CC1)c1cccc(S(=O)(=O)Nc2cc(C(F)(F)F)ccc2Cl)c1
- Dengue inhibitors: 0.5

CCO[C@H]1OC(C(=O)O)=C[C@@H](C(C)(C)C)[C@@H]1CCCO
- Dengue inhibitors: 1.6

COc1ccccc1NC(=O)Nc1nnc(C(C)C)s1
- Dengue inhibitors: 0.3

CC(C)(C)c1ccc(C(=O)N2CCN(CCNC(=O)C(=O)NCc3ccccc3)CC2)cc1
- Dengue inhibitors: 0.6

O=C(COc1ccc(Cl)cc1)Nc1ccc(Cc2ccncc2)cc1
- Dengue inhibitors: i

COc1ccc(-c2c(-c3cc(OC)cc(OC)c3)n(C)c3ccc(-c4ccc5[nH]ccc5c4)cc23)cc1
- Dengue inhibitors: 2.3

CCN(CC)S(=O)(=O)c1cc([N+](=O)[O-])ccc1N=Nc1c(O)[nH]c2ccccc12
- Dengue inhibitors: 1.4

O=C(CSc1nccn1-c1ccc(Cl)cc1)N1CCCc2ccccc21
- Dengue inhibitors: 1.3

COc1ccc(/C=N/Nc2nnc(Cc3ccc(OC)c(OC)c3)c(=O)[nH]2)cc1OC
- Dengue inhibitors: 5.8

CC(C)CC(NC(=O)c1cccs1)c1nnc(SCc2ccc(Cl)c(Cl)c2)n1C (stereo not drawn)
- Dengue inhibitors: i

Cc1cccc(NC(=O)CN2C(=O)S/C(=C\C(=O)Nc3ccc(Cl)cc3)C2=O)c1
- Dengue inhibitors: 0.1

CCN=C1S/C(=C\c2cc(Br)ccc2OCC(=O)OCC)C(=O)N1CC
- Dengue inhibitors: 1.6

O=C(Nc1cc(Sc2nc3ccccc3s2)cc([N+](=O)[O-])c1)c1cccc(F)c1F
- Dengue inhibitors: 2.5

O=C(NCc1ccc2c(c1)OCO2)c1cc(-c2ccccc2)nn1CC1CC(c2cccnc2)=NO1 (stereo not drawn)
- Dengue inhibitors: i

COC(=O)c1c(-c2ccc(C)cc2)csc1NC(=O)C1CC=CCC1C(=O)O (stereo not drawn)
- Dengue inhibitors: i

CC1(C)CC(NC(=O)C(Cl)(Cl)Cl)CC(C)(C)N1
- Dengue inhibitors: i

CC(=NCc1cccc(Cl)c1)c1nc(-c2ccco2)oc1O
- Dengue inhibitors: i

Ordered by molar mass (descending): part of the list above.
CCN=C1S/C(=C\c2cc(Br)ccc2OCC(=O)OCC)C(=O)N1CC
- Dengue inhibitors: 1.6

Cc1cccc(NC(=O)CN2C(=O)S/C(=C\C(=O)Nc3ccc(Cl)cc3)C2=O)c1
- Dengue inhibitors: 0.1

CC(=NCc1cccc(Cl)c1)c1nc(-c2ccco2)oc1O
- Dengue inhibitors: i

Fetched by compound from above:
CCN=C1S/C(=C\c2cc(Br)ccc2OCC(=O)OCC)C(=O)N1CC
- Dengue inhibitors: 1.6

O=C(Nc1cc(Sc2nc3ccccc3s2)cc([N+](=O)[O-])c1)c1cccc(F)c1F
- Dengue inhibitors: 2.5

Cc1cccc(NC(=O)CN2C(=O)S/C(=C\C(=O)Nc3ccc(Cl)cc3)C2=O)c1
- Dengue inhibitors: 0.1

CC(C)CC(NC(=O)c1cccs1)c1nnc(SCc2ccc(Cl)c(Cl)c2)n1C (stereo not drawn)
- Dengue inhibitors: i

CC1(C)CC(NC(=O)C(Cl)(Cl)Cl)CC(C)(C)N1
- Dengue inhibitors: i

O=C(CSc1nccn1-c1ccc(Cl)cc1)N1CCCc2ccccc21
- Dengue inhibitors: 1.3

CC(=NCc1cccc(Cl)c1)c1nc(-c2ccco2)oc1O
- Dengue inhibitors: i

Additional structures
N#C/C(C(=O)NCc1ccccc1)=C1/N=C(NC(=O)c2cccs2)c2ccccc21
- Dengue inhibitors: 4.4

Cc1nnn(C23CC4CC(CC(C(=O)NN)(C4)C2)C3)n1
- Dengue inhibitors: i

C/C(=N/NC(=O)c1ccc2nc[nH]c2c1)c1cccs1
- Dengue inhibitors: i

O=C(NCCCN1CCOCC1)C1Nc2ccc(OC(F)(F)F)cc2C2C=CCC12 (stereo not drawn)
- Dengue inhibitors: i

COc1ccc(/C=N/NC(=O)c2ccc(=O)[nH]n2)cc1OC
- Dengue inhibitors: 0.2

COc1nc(N/N=C/c2ccc(-c3ccccc3[N+](=O)[O-])o2)nc(N2CCOCC2)n1
- Dengue inhibitors: 0.1

O=C(/C=C/Nc1ccc(F)c(F)c1)c1ccc(Br)cc1
- Dengue inhibitors: 0.9

COc1cccc(C2=CC(=O)CC(c3ccco3)C2)c1 (stereo not drawn)
- Dengue inhibitors: 0.0

Cc1cc(C)nc(Sc2nc(Nc3ccccc3)nc(Sc3nc(C)cc(C)n3)n2)n1
- Dengue inhibitors: 3.0

COc1ccc(C2=NO[C@@H]3[C@@H]4C[C@@H]([C@H]5C(=O)N(c6ccc7c(c6)OCO7)C(=O)[C@@H]45)[C@H]23)cc1OC
- Dengue inhibitors: 0.4

COc1ccc(/C=C/C(=O)OCC(=O)c2c(C)[nH]c3ccccc23)cc1OC
- Dengue inhibitors: i

Cc1cccc(OCC(=O)N/N=C/CC(C)c2ccccc2)c1C (stereo not drawn)
- Dengue inhibitors: 0.1

COc1cc(/C=C(\C#N)c2nc(-c3cc4ccccc4oc3=O)cs2)ccc1O
- Dengue inhibitors: 4.3

CCN(Cc1ccccc1)c1ccc(/C=N/NC(=S)NC(C)C)cc1
- Dengue inhibitors: 30*

O=C1NC(=Nc2ccccc2)SC1Cc1cccc(Cl)c1Cl (stereo not drawn)
- Dengue inhibitors: 1.1

Cn1c(Cn2nnc3ccccc32)nnc1SCC(=O)Nc1nccs1
- Dengue inhibitors: 0.9

C=C(CCC(=O)c1ccccc1)C(=O)c1ccccc1
- Dengue inhibitors: i

CCOc1ccccc1/C=C/C(=O)c1ccc(Cl)cc1
- Dengue inhibitors: 6.2

Fc1ccc(-c2csc3ncnc(Cl)c23)cc1
- Dengue inhibitors: 3.5

Cc1ccsc1/C=N\NC(=O)c1n[nH]c2c1CCC2
- Dengue inhibitors: i

Next section, starting with the last two of the part before.
Fc1ccc(-c2csc3ncnc(Cl)c23)cc1
- Dengue inhibitors: 3.5

Cc1ccsc1/C=N\NC(=O)c1n[nH]c2c1CCC2
- Dengue inhibitors: i

CCOc1ccc(NC(=O)C[n+]2ccc(N(C)C)cc2)cc1
- Dengue inhibitors: 0.7

NCCCC[C@@H](C(=O)NCCCCCCCCCCC(=O)N1CCNCC1)n1cc(CCCC(=O)O)nn1
- Dengue inhibitors: i

O=C(CSc1ncnc2scc(-c3ccccc3)c12)N1CCN(c2ccccc2F)CC1
- Dengue inhibitors: 4.4

C[C@H]1CN([C@@H](C)CO)C(=O)c2cccc(NC(=O)Nc3ccc(F)cc3)c2O[C@@H]1CN(C)Cc1ccc(C(=O)O)cc1
- Dengue inhibitors: i

COc1ccc([N+](=O)[O-])cc1NC(=O)CCN1CCN(c2ccccc2OC)CC1
- Dengue inhibitors: i

Cc1ccc(SCC(=O)NCCSCc2ccccc2)cc1
- Dengue inhibitors: 0.5

COc1ccc(-n2c(SCC(=O)c3ccc[nH]3)nnc2-c2ccccc2)cc1
- Dengue inhibitors: 0.2

CCN1C(=O)[C@H]2[C@@H](c3ccc(-c4ccc(C(C)=O)cc4)cc3)N[C@@](C)(C(=O)OC)[C@H]2C1=O
- Dengue inhibitors: 0.4

CCCn1c(C2CCCN2c2nc(-c3ccc(OC)cc3)cs2)nc2ccccc21 (stereo not drawn)
- Dengue inhibitors: 2.6

NNC(=S)NCc1cccnc1
- Dengue inhibitors: 0.0

Cc1nn(-c2ccccc2)c2ncc(C(=O)c3cc(Cl)ccc3O)cc12
- Dengue inhibitors: 0.9

O=C(Nc1ccc(Cl)cc1F)C1CC1
- Dengue inhibitors: 0.0

Cc1cc(N=Cc2c(O)n(-c3cccc(C(F)(F)F)c3)c(=O)c3ccccc23)no1
- Dengue inhibitors: i

Cc1ccc(N(Cc2ccc(C(=O)NCCSc3ccccn3)cc2)S(C)(=O)=O)cc1C
- Dengue inhibitors: 0.6

Brc1ccccc1/C=N/Nc1ccc2ccccc2n1
- Dengue inhibitors: 1.9

COc1ccc(NS(=O)(=O)c2cc(NC(=O)/C=C/c3cc(OC)c(OC)c(OC)c3)ccc2N2CCCCC2)cc1
- Dengue inhibitors: 0.3

Cc1ccc(NC(=O)c2ccc(NCc3ccco3)c([N+](=O)[O-])c2)cc1Cl
- Dengue inhibitors: 2.5

Cc1ccc(-c2csc(NC(=S)NC(=O)c3cc4ccccc4o3)n2)cc1
- Dengue inhibitors: 1.5

O=C(NN1C(=O)C2C3C=CC(C3)C2C1=O)c1ccco1 (stereo not drawn)
- Dengue inhibitors: 0.9

CN(CC(=O)Nc1ccc(F)c(F)c1F)C(=O)/C=C/c1ccc(Cl)cc1
- Dengue inhibitors: 3.7

CNC(=S)N/N=C/c1ccc(OCC(=O)Nc2c(C)cc(C)cc2C)c(OC)c1
- Dengue inhibitors: 1.0

In the list so far, 6 have a nitro group on carbon.
COc1ccc(CSc2ncn[nH]2)cc1[N+](=O)[O-]
- Dengue inhibitors: i

CCN(CC)S(=O)(=O)c1cc([N+](=O)[O-])ccc1N=Nc1c(O)[nH]c2ccccc12
- Dengue inhibitors: 1.4

O=C(Nc1cc(Sc2nc3ccccc3s2)cc([N+](=O)[O-])c1)c1cccc(F)c1F
- Dengue inhibitors: 2.5

COc1nc(N/N=C/c2ccc(-c3ccccc3[N+](=O)[O-])o2)nc(N2CCOCC2)n1
- Dengue inhibitors: 0.1

COc1ccc([N+](=O)[O-])cc1NC(=O)CCN1CCN(c2ccccc2OC)CC1
- Dengue inhibitors: i

Cc1ccc(NC(=O)c2ccc(NCc3ccco3)c([N+](=O)[O-])c2)cc1Cl
- Dengue inhibitors: 2.5

An excerpt; rates above refer to the full screens.
